From PubChem BioAssay
Rac1 wt GTP bind: human Rac1 wildtype GTP binding, inhibitors and activators | P63000 | GST-Rac1 beads, fluorescent GTP binding, flow cytometry; actives lie on both sides; 0 = cold GTP competed, 100 = untreated | GTP binding activity (% of control), % at 10 µM | hit rate 0.27% among 190,000 | AID 757;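 active = GTP binding activity at least 20 points away from the 100% control level, either lower or higher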
Rac1 act GTP bind: alters GTP binding to activated mutant human Rac1; P63000; GST-Rac1 activated beads, fluorescent GTP binding, flow cytometry; actives lie on both sides; 100% means binding = to untreated wells; percent activity (GTP binding), % at 10 µM; hit rate 0.11% among 190,000;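 active = GTP binding at least 20 percentage points away from the 100% baseline, in either direction, so actives lie on both sides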
RGS8-Gao: human RGS8-Galphao interaction regulation | hit rate 0.34% among 220,000 | P09471 | AID 1423 | multiplexed bead flow cytometry, RGS8-Galphao binding; actives lie on both sides | response (percent of control binding), % at 10 µM; in the data active = response below about 60% or above about 140%; inactive = in between;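 note: Galphao activated as the GDP aluminium fluoride complex binding bead-coupled RGS8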
Target sequence (P09471 whole entry, looked up): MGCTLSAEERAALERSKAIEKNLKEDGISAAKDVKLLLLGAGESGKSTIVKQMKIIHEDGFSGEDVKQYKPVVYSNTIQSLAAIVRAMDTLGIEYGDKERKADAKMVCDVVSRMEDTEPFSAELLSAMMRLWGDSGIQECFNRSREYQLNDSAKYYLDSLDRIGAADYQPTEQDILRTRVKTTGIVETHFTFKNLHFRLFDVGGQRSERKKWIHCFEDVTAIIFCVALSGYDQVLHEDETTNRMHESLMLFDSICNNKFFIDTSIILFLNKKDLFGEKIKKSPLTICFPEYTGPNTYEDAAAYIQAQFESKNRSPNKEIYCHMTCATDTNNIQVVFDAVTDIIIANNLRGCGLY
Mcl1-Bid inh: Mcl-1/Bid interaction inhibition; TR-FRET Mcl-1/Bid-Dy647 peptide binding, 1536-well; Q07820; inhibition, % at 21.7 µM; hit rate 0.97% among 220,000;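 active = compounds that cut the binding signal by more than half at the single screening dose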;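 note: His-tagged Mcl-1 with europium anti-His antibody binding Bid BH3 peptide; 0% = Mcl-1 plus peptide wells and 100% = peptide-only wells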
Target sequence (Q07820 whole entry, looked up): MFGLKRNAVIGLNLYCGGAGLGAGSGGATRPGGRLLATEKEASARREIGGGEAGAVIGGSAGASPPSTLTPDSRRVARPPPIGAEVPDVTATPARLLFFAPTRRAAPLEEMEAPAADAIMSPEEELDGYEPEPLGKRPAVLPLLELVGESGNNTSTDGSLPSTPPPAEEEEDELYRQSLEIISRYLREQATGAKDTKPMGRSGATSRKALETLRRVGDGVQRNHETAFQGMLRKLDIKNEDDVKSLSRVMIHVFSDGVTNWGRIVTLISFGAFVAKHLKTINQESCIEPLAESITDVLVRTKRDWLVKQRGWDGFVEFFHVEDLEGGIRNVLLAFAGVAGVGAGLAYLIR
HRas wt GTP bind: human HRas wildtype GTP binding, change in either direction; GST-Ras wt beads, Bodipy-FL-GTP binding, flow cytometry; actives lie on both sides; GTP binding activity, % at 10 µM; hit rate 0.14% among 190,000; AID 759;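 active = GTP binding activity at least 20% away from the 100% baseline, either lowered as inhibitor or raised as activator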;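 note: 0% = unlabeled GTP competition control and 100% = no-compound control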
Target sequence (P01112 whole entry, looked up): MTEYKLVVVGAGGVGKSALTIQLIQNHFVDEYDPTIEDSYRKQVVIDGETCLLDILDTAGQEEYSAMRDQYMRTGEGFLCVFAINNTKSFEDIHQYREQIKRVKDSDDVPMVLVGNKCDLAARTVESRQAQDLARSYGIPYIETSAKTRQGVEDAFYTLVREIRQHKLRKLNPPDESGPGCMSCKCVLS
Rab7 wt GTP bind: alters GTP binding to wildtype dog Rab7 | GTP binding activity (percent of control), % at 10 µM | hit rate 0.055% among 190,000 | AID 758 | GST-Rab7 beads, fluorescent GTP binding, flow cytometry; actives lie on both sides; untreated = 100%, excess cold GTP = 0%;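 active = fluorescent GTP binding to Rab7 beads changed by at least 20 points from the 100% baseline, either direction, mostly lower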;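 note: median green fluorescence of bound Bodipy-FL-GTP per Rab7 bead population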
Pf gametocyte: P. falciparum stage V gametocyte viability inhibition. P. falciparum stage V gametocytes, ATP luminescence, 24 h. hit rate 0.065% among 150,000. inhibition, % at 10.9 µM;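 active = inhibition above the mean plus 3 SD of compounds within the control limits, set per campaign, cut at about 38% in these data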;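 note: 0% = DMSO wells and 100% = medium only without gametocytes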
Bim-Mcl-1: inhibitors of Bim-Mcl-1 interaction, human; Bead-based flow cytometry, Bim peptide-Mcl-1 binding; hit rate 0.1% among 190,000; AID 1009; inhibition, % at 10 µM; in the data active = inhibition above about 40%;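 note: 0% = no compound tracer wells and 100% = peptide blocker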
Rab2 wt GTP: changes GTP binding to wildtype dog Rab2A, up or down. hit rate 0.19% among 190,000. P61105. GST-Rab2 wt beads, Bodipy-GTP binding, flow cytometry. GTP binding activity, % at 10 µM;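 active = GTP binding activity at least 20 points away from 100%, either lowered or raised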;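 note: 0% = beads with excess unlabeled GTP and 100% = no-compound control corrected for plate trend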
Cdc42 wt: modulators (inhibitors or activators) of GTP binding to human Cdc42 wildtype | P60953 | GST-Cdc42 beads, Bodipy-GTP binding, flow cytometry; actives lie on both sides | percent activity (GTP binding), % at 10 µM | hit rate 0.2% among 190,000;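 active = percent activity GTP binding at least 20 points away from the 100% baseline, either down as inhibitor or up as activator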;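 note: median bead fluorescence of bound Bodipy-FL-GTP at 100 nM; 0% = excess unlabeled GTP control and 100% = no compound control; below 100% means less GTP binding so inhibitor and above means activator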
Mcl1-Noxa inh: disrupts binding of human Mcl-1 to Noxa peptide | TR-FRET Mcl-1/Noxa peptide binding, 2 h | inhibition, % at 21.7 µM | hit rate 1.5% among 220,000;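 active = compounds that cut the protein-peptide binding signal by more than 50% relative to plate controls in a single-dose test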;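 note: His-tagged Mcl-1 with rhodamine Noxa BH3 peptide and terbium anti-His antibody; 0% = Mcl-1 plus Noxa peptide wells and 100% = peptide-only wells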
Starred values were filed as active, the others as inactive; x = not tested or not shown.

entry	compound	Cdc42 wt	Mcl1-Noxa inh	Mcl1-Bid inh	Bim-Mcl-1	Pf gametocyte	HRas wt GTP bind
1	COc1ccc(CCNC(=O)c2sc(=S)n(C)c2N)cc1	102	6	-64	0	x	100
2	CCOc1ccc(Oc2cc(C)nc(SC)n2)nn1	101	-15	-3	0	x	102
3	Cc1c(C(=O)NCc2ccc3c(c2)OCO3)sc2nc(-c3ccccc3)cn12	103	-16	-30	-2	x	100
4	COc1ccc(Cl)cc1N/C(N)=N/c1nc(CSc2ccc(C)cc2)cc(=O)[nH]1	102	23	-11	-4	x	103
5	Cc1ccc(-c2ccc(SCC(=O)N3CCCc4ccccc43)nn2)cc1	101	1	0	-5	x	97
6	N=c1c2c(-c3ccccc3)c(-c3ccccc3)n(Cc3ccco3)c2ncn1CCCn1ccnc1	107	-3	-42	-2	x	107
7	O=C(CSc1nnc(-c2ccncc2)n1-c1ccccc1)Nc1ccc(C(=O)O)cc1	96	1	-32	0	-3	97
8	N/C(=N\NC(=O)c1sccc1OCc1ccc(Cl)cc1Cl)c1ccccn1	95	-19	-24	-1	26	100

entry	Rab2 wt GTP	Rac1 wt GTP bind	Rac1 act GTP bind	Rab7 wt GTP bind	RGS8-Gao
1	102	99	99	96	102
2	100	104	100	100	84
3	103	107	103	99	100
4	103	107	99	100	101
5	96	100	96	100	99
6	108	109	106	111	101
7	96	95	91	101	103
8	99	100	97	102	99

The results go on.
entry	compound	Cdc42 wt	Mcl1-Noxa inh	Mcl1-Bid inh	Bim-Mcl-1	Pf gametocyte	HRas wt GTP bind
9	O=C1CCCc2nc3c(cc21)C(O)Oc1c-3ccc2ccccc12 (stereo not given)	97	12	-12	2	-28	98
10	O=C(Cn1c(-c2ccccn2)nc2ccccc21)N/N=C/c1ccccn1	93	11	-1	4	9	96
11	CN(C)S(=O)(=O)c1cccc(NS(=O)(=O)c2ccc(Cl)s2)c1	101	2	-10	0	-6	102
12	C/C(Cc1ccccc1)=N\NC(=O)CCCCCC(=O)N/N=C(\C)Cc1ccccc1	99	-5	-33	-2	13	99
13	O=C(COC(=O)c1ccccn1)NC12CC3CC(CC(C3)C1)C2	105	-15	-40	3	x	100
14	CCN(CC)c1ccc(/C=N/N2CCN(Cc3cccc4ccccc34)CC2)c(O)c1	102	2	-65	1	x	101
15	O=C(COC(=O)c1ccc(F)cc1F)NC1CC1	101	15	-8	-1	-25	98
16	COc1ccc(-c2nc3cc([N+](=O)[O-])ccc3o2)cc1OC	100	9	3	-4	12	98

entry	Rab2 wt GTP	Rac1 wt GTP bind	Rac1 act GTP bind	Rab7 wt GTP bind	RGS8-Gao
9	96	98	91	95	101
10	95	98	99	95	93
11	104	103	100	105	106
12	96	99	96	100	98
13	98	104	102	95	99
14	101	104	101	102	106
15	99	105	102	98	110
16	96	98	96	97	100

The listing continues.
entry	compound	Cdc42 wt	Mcl1-Noxa inh	Mcl1-Bid inh	Bim-Mcl-1	Pf gametocyte	HRas wt GTP bind
17	Cc1cc(CNC(=O)Cc2c(F)cccc2Cl)nn1C	100	8	-18	1	x	99
18	CC(NC(=O)CSc1nc(=O)cc(N)n1-c1ccccc1)c1ccccc1 (stereo not given)	103	-6	-2	-1	1	104
19	COC(=O)c1ccccc1OC(=O)c1ccc(Br)o1	96	-3	4	-1	13	90
20	O=C(Nc1ccc2c(c1)C(=O)N(c1ccccc1)C2=O)c1cccs1	94	4	-9	1	-12	100
21	CC(C)(C)NC(=O)CSC(=Nc1ccc(F)cc1)NC#N	103	0	-34	0	x	105
22	O=C1OCCC1Sc1nnc(-c2cccc(Br)c2)o1 (stereo not given)	101	-8	-28	-4	x	101
23	CCCn1nc(CC(=O)OCC)c2ccccc2c1=O	102	-8	-11	-2	x	101
24	CCc1nnc(NC(=O)c2cccnc2)s1	104	4	-18	1	5	101

entry	Rab2 wt GTP	Rac1 wt GTP bind	Rac1 act GTP bind	Rab7 wt GTP bind	RGS8-Gao
17	98	100	100	100	95
18	102	106	100	101	97
19	91	92	94	88	99
20	100	103	98	103	101
21	103	103	101	99	99
22	100	99	98	93	100
23	101	104	99	101	100
24	98	106	101	98	100

Random excerpt: four compounds from above, in no set order.
entry	compound	Cdc42 wt	Mcl1-Noxa inh	Mcl1-Bid inh	Bim-Mcl-1	Pf gametocyte	HRas wt GTP bind
10	O=C(Cn1c(-c2ccccn2)nc2ccccc21)N/N=C/c1ccccn1	93	11	-1	4	9	96
6	N=c1c2c(-c3ccccc3)c(-c3ccccc3)n(Cc3ccco3)c2ncn1CCCn1ccnc1	107	-3	-42	-2	x	107
4	COc1ccc(Cl)cc1N/C(N)=N/c1nc(CSc2ccc(C)cc2)cc(=O)[nH]1	102	23	-11	-4	x	103
15	O=C(COC(=O)c1ccc(F)cc1F)NC1CC1	101	15	-8	-1	-25	98

entry	Rab2 wt GTP	Rac1 wt GTP bind	Rac1 act GTP bind	Rab7 wt GTP bind	RGS8-Gao
10	95	98	99	95	93
6	108	109	106	111	101
4	103	107	99	100	101
15	99	105	102	98	110

Following part:
entry	compound	Cdc42 wt	Mcl1-Noxa inh	Mcl1-Bid inh	Bim-Mcl-1	Pf gametocyte	HRas wt GTP bind
25	CC(=O)O[C@]1(C(C)=O)CC[C@H]2[C@@H]3C=C(Cl)C4=CC(=O)CC[C@]4(C)[C@H]3CC[C@@]21C	105	9	8	-1	x	100
26	COC(=O)c1c(C)nc(C)c2c(=O)oc3ccccc3c12	99	3	6	0	x	101
27	COC(CN(C(=O)CCl)C(C(=O)NC1CCCC(C)C1C)c1ccc(C)cc1)OC (stereo not given)	102	2	-11	0	x	100
28	COc1cc(/C=C2\SC(=S)NC2=O)ccc1OS(=O)(=O)c1ccccc1	97	79*	-60	-13	x	96
29	Nc1c(C(=O)NCC2CCCO2)c2nc3ccccc3nc2n1-c1ccccc1 (stereo not given)	90	14	3	-1	2	91
30	CCN(CC)S(=O)(=O)c1ccc(C)c(NC(=O)CSc2nc3ccccc3[nH]2)c1	99	12	-3	-1	11	99
31	CC(C)C(NC(=O)c1ccco1)C(=O)OCC(=O)Nc1ccc(C(N)=O)cc1 (stereo not given)	95	8	-17	-1	13	94
32	Fc1ccccc1NC(=S)N(CCN1CCCCC1)Cc1ccco1	108	-7	-20	-2	1	101

entry	Rab2 wt GTP	Rac1 wt GTP bind	Rac1 act GTP bind	Rab7 wt GTP bind	RGS8-Gao
25	100	103	99	96	85
26	101	100	100	100	102
27	100	103	98	96	106
28	95	101	94	98	88
29	94	86	94	98	102
30	96	100	97	98	101
31	94	94	97	95	99
32	104	105	99	108	102

The list continues.
entry	compound	Cdc42 wt	Mcl1-Noxa inh	Mcl1-Bid inh	Bim-Mcl-1	Pf gametocyte	HRas wt GTP bind
33	CCNc1ccc(S(=O)(=O)NCCN(C)C)cc1[N+](=O)[O-]	97	-4	-26	-1	-3	97
34	CC1(C)Cc2ccccc2C(/C(=N\Nc2cccc(Cl)c2)C(N)=O)=N1	95	-1	3	4	6	98
35	CCCNC(=O)NC(=O)CSc1ncc(C(F)(F)F)cc1Cl	107	1	-2	-7	x	106
36	CN(Cc1nc(-c2cnccn2)no1)CC1CCN(Cc2ccccc2)CC1	92	1	4	-9	-11	92
37	Cc1ccc(-c2nc(C)sc2CC(=O)Nc2nnc(C)s2)cc1	96	-27	-7	-2	13	94
38	Cc1nonc1OCCNCc1c(C(=O)N2CCCCCCC2)nc2ccc(Cl)cn12	96	10	-23	-1	-12	98
39	CCC(C)NS(=O)(=O)c1ccc(NC(=O)CCC2CCCCC2)cc1 (stereo not given)	96	9	23	-1	12	98
40	CCOc1ncccc1C(=O)OCC(=O)N1CCN(S(=O)(=O)c2ccccc2)CC1	104	2	-33	-3	x	102

entry	Rab2 wt GTP	Rac1 wt GTP bind	Rac1 act GTP bind	Rab7 wt GTP bind	RGS8-Gao
33	99	95	95	103	97
34	97	101	99	98	89
35	106	106	105	101	99
36	93	98	96	93	101
37	96	96	95	97	99
38	98	99	97	96	101
39	99	99	96	99	104
40	102	110	101	100	72

Full records, quoted from the list.
`CCC(C)NS(=O)(=O)c1ccc(NC(=O)CCC2CCCCC2)cc1` (stereo not given) reads Cdc42 wt: 96; Mcl1-Noxa inh: 9; Mcl1-Bid inh: 23; Bim-Mcl-1: -1; Pf gametocyte: 12; HRas wt GTP bind: 98; Rab2 wt GTP: 99; Rac1 wt GTP bind: 99; Rac1 act GTP bind: 96; Rab7 wt GTP bind: 99; RGS8-Gao: 104
`CCNc1ccc(S(=O)(=O)NCCN(C)C)cc1[N+](=O)[O-]` reads Cdc42 wt: 97; Mcl1-Noxa inh: -4; Mcl1-Bid inh: -26; Bim-Mcl-1: -1; Pf gametocyte: -3; HRas wt GTP bind: 97; Rab2 wt GTP: 99; Rac1 wt GTP bind: 95; Rac1 act GTP bind: 95; Rab7 wt GTP bind: 103; RGS8-Gao: 97

Later entries.
entry	compound	Cdc42 wt	Mcl1-Noxa inh	Mcl1-Bid inh	Bim-Mcl-1	Pf gametocyte	HRas wt GTP bind
41	COc1ccc(NC(=O)c2c(-c3ccccc3)noc2C)c(OC)c1	92	8	-10	0	-12	91
42	O=C(Cn1cc(SCc2ccccc2Cl)c2ccccc21)N1CCOCC1	100	10	2	-7	-11	99
43	Cc1cc(N=NC(=O)c2ccccc2)ccc1O	99	45	-66	-2	-20	96
44	CC(C)CCNC(=O)NC(=O)CN1C(=O)NC2(CCCCC2)C1=O	97	-12	1	-4	x	100
45	COc1ccc(NC(=O)COc2ccc(/C=N/O)cc2OC)cc1	95	1	-32	1	-19	95
46	CCOCCCNC(=O)C(NC(=O)c1ccc(=O)[nH]c1)c1ccc(Cl)cc1 (stereo not given)	101	-12	-11	8	x	100
47	NC(=O)c1ccc(NC(=O)COC(=O)c2ccccc2Nc2ccccc2)cc1	95	41	-14	-2	3	92

entry	Rab2 wt GTP	Rac1 wt GTP bind	Rac1 act GTP bind	Rab7 wt GTP bind	RGS8-Gao
41	91	92	91	93	97
42	97	105	98	100	99
43	90	92	92	92	101
44	100	98	97	102	90
45	97	95	96	101	99
46	102	101	98	103	100
47	95	93	91	91	102

Individual results from the list:
In Mcl1-Noxa inh, no. 40 is listed with 2
In Mcl1-Bid inh, no. 16 is listed with 3
